Source: PubChem
p53ts 39C kill: qHTS Screen for Compounds that Selectively Target Cancer Cells with p53 Mutations: Cytotoxicity of p53ts Cells at the Nonpermissive Temperature; H1299-p53A138V viability at 39C, ATP luminescence, 24 h; Potency, µM (top dose mostly 46.1 µM), for inactives: at the top dose activity change, negative = cell killing, most hits filed as cytotoxic; 130,000 tested, 1.5% active; AID 902, 2007; also: nearly all actives have a fitted effect of over 55% in size
Imprint erasure: qHTS Assay for Compounds that Induce Erasure of Genomic Imprints; Potency, µM (doses to about 60.7 µM), for inactives: at the top dose activity change, positive = activation, actives largely listed as activators; AID 1948, 2009; mouse ES Peg3-LacZ reporter, beta-gal luminescence, 40 h; 110,000 tested, 0.02% active;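 also: 0% = negative control wells on the plate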
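Gelatin-coated wells received 300 freshly trypsinized female ES cells with a Peg3LacZ-Neo reporter on the maternal allele, then incubated 40 hours at 37C. BetaGlo was added for 5 minutes at room temperature before a single luminescence read.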
p53ts 32C tox: qHTS Screen for Compounds that Selectively Target Cancer Cells with p53 Mutations: Cytotoxicity of p53ts Cells at the Permissive Temperature; 130,000 tested, 0.93% active; Potency, µM (titrated, usually from 46.1 µM), for inactives: top-dose activity change, negative = cytotoxicity, actives largely listed as cytotoxic; AID 924, 2007; H1299-p53A138V at 32C, ATP luminescence viability, 24 h;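 also: 0% = DMSO and -100% = full killing by reference compound; nearly all actives have a fitted effect of over 55% in size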
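ATP-content luminescence (ATPlite) read-out after 24 h compound exposure at 32C in H1299-p53A138V cells (600/well). Tested up to 46 uM. Normalized to DMSO (0%) and 100 uM tamoxifen (100% killing); Hill-fit AC50.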
IkB signaling: IkB Signaling. 110,000 tested, 0.04% active. Potency, µM (highest dose often 57.1 µM), inactives show at the highest dose IkBa stabilization activation. AID 445, 2006. ABC-DLBCL IkBa-CBG/CBR dual luciferase ratio, 4 h; response scale: scaled: untreated 0%, proteasome inhibitor 100%; active = well fitted curve in the direction sought with a large enough effect in the signal ratio, not every such curve was filed as active; inconclusive = small, poorly fitted or top-dose-only effect, or a change in a side signal; the % refers to the signal ratio;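 also: the direction sought is a rising ratio; 0% = basal untreated cells and 100% = reference inhibitor full response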
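Curves were fitted separately to fusion (green), unfused (red) and ratio luminescence, then classed by r2, magnitude and activity. Cells: OCI-Ly3, 4 h compound plus doxycycline at 37C; 10 uM MG-132 defined full response.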
Active calls of the source: *; u = inconclusive; x = not tested or not shown; [ ] = another dose, or the depositor's remark. Unless noted, calls follow the shape of the dose curve; as a rule, active = well fitted curve in the direction sought with a large enough effect; inconclusive = small, poorly fitted or top-dose-only effect, or another doubt; inactive = no such curve, though single readings can be large; an effect the other way counts as inactive or inconclusive. Unless noted, % is scaled to controls: 0 for no effect and ±100 for the full control effect; potency is read from the fitted curve at half-maximal effect.

Values run as follows: p53ts 39C kill | Imprint erasure | p53ts 32C tox | IkB signaling
- Nc1c(N2CCOCC2)cc(Cl)c2nonc12
  -2% | 2% | -3% | -3.4%
- O=c1cc(CN2CCN(S(=O)(=O)c3ccccc3)CC2)nc2sc(-c3ccccc3Cl)nn12
  -9% | -4%[10.9 µM] | -5% | u
- CCC(C)Cn1c(C)nc2ccccc21 (stereo unspecified)
  8% | -20% | -1% | 2.4%
- Cc1cccc(NC(=O)CSc2cn(CC(=O)N3CCOCC3)c3ccccc23)c1C
  -9% | -12%[10.9 µM] | 0% | -0.8%
- CC(C)N(Cc1nc2ccccc2[nH]1)C(C)C
  6% | -9% | 7% | 4.3%
- O=C(NCc1cccnc1)C1CCN(S(=O)(=O)N2CCOCC2)CC1
  -8% | -3% | 8% | -1.6%
- c1ccc2c(c1)OCC(c1csc3ncnc(N4CCOCC4)c13)O2 (stereo unspecified)
  5% | -6% | -8% | u
- COC(=O)c1cc2sccc2n1Cc1nc(-c2cccc(Cl)c2)oc1C
  -21% | -5%[10.9 µM] | 5% | -2.2%
- CCOC(=O)C1C(=O)Oc2ccc3ccccc3c2C1C1CCOC1=O (stereo unspecified)
  -1% | -6% | 6% | 4.5%
- COc1ccc(-c2nnc(SCC(=O)c3cccs3)o2)cc1
  -8% | -53%[inhibitor] | -9% | 2.2%
- CC1CN(C(=O)C2CCCN2S(=O)(=O)c2ccc(Cl)cc2)CC(C)O1 (stereo unspecified)
  -1% | -9% | -1% | -0.5%
- Cc1ccc(S(=O)(=O)n2nc(-c3cccnc3)nc2N)cc1
  0% | 10% | -22% | 0.6%
- Cn1nnnc1SCCNC/C=C/c1ccccc1
  -17% | -10% | -21% | -2.2%
- O=S(=O)(Nc1cccnc1)c1ccc2c(c1)OCCO2
  6% | 7% | 2% | 0.9%
- CCOC(=O)c1[nH]c(=O)[nH]c1CSc1ccccn1
  14% | x | -9% | 2.0%
- CCc1cccc(NC(=O)Cn2ncn3c(cc4ccccc43)c2=O)c1
  -4% | -7% | -7% | -1.5%
- CN1C(=O)Cc2cc(S(=O)(=O)NCc3ccc(Cl)cc3)ccc21
  -27% | -15%[10.9 µM] | -6% | 3.1%
- O=C(O)c1ccccc1-c1nc2ccccc2c(=O)[nH]1
  -14% | -15% | 4% | -0.2%
- CN(C)CCN(Cc1ccco1)S(=O)(=O)c1cc2c(cc1Cl)NC(=O)CO2
  28% | 4%[10.9 µM] | 1% | -1.5%
- CCCCNC(=O)c1cccc(NC(=O)c2nsc3ccccc23)c1
  -8% | -45%[inhibitor][10.9 µM] | 0% | 1.6%
- N#Cc1ccccc1Cn1nnc2c(=O)[nH]c(C3CCCN(S(=O)(=O)c4ccc(F)cc4)C3)nc21 (stereo unspecified)
  -10% | -5%[10.9 µM] | -4% | 1.1%
- COc1cccc(NC(=O)Cn2c(=O)n(-c3ccc(C)cc3)c(=O)c3ccc(C(=O)NCc4ccco4)cc32)c1
  -4% | 6%[10.9 µM] | -6% | -0.1%
- O=C1CN(C(=O)c2ccccc2C(F)(F)F)C(c2ccccc2)c2cc(F)ccc2N1 (stereo unspecified)
  -15% | -7%[10.9 µM] | 7% | u
- c1coc(-c2nnc(-c3ccc4c(c3)OCO4)o2)c1
  u | -81%[inhibitor] | u | 4.0%
- Cc1sc(NC(=O)CSc2nnc(CCNC(=O)c3cccs3)n2C)nc1-c1ccccc1
  2% | x | -4% | x
- Cn1c(=O)[nH]c(=O)c2c1nc(CN1CCOCC1)n2CCc1ccccc1
  5% | 13% | -14% | -0.9%
- COC(=O)c1ccccc1NC(=O)C1CCN(S(=O)(=O)c2cc(OC)ccc2OC)CC1
  -5% | -9% | -7% | -0.4%
- Cc1cccc(NC(=O)CN2C(=O)N/C(=C\c3ccc(N4CCOCC4)cc3)C2=O)c1
  15% | x | -2% | x
- OCc1nnn(-c2cccc(C(F)(F)F)c2)c1CO
  -13% | -16% | 0% | -1.4%
- COc1ccc(N2CC(NC(=O)/C=C\c3ccc(OC)c(OC)c3)CC2=O)cc1 (stereo unspecified)
  -3% | -8%[10.9 µM] | -1% | 0.4%

Structural class, the entries above containing fluorine.
Values run as follows: p53ts 39C kill | Imprint erasure | p53ts 32C tox | IkB signaling
- N#Cc1ccccc1Cn1nnc2c(=O)[nH]c(C3CCCN(S(=O)(=O)c4ccc(F)cc4)C3)nc21 (stereo unspecified)
  -10% | -5%[10.9 µM] | -4% | 1.1%
- O=C1CN(C(=O)c2ccccc2C(F)(F)F)C(c2ccccc2)c2cc(F)ccc2N1 (stereo unspecified)
  -15% | -7%[10.9 µM] | 7% | u
- OCc1nnn(-c2cccc(C(F)(F)F)c2)c1CO
  -13% | -16% | 0% | -1.4%

(further entries)
Values run as follows: p53ts 39C kill | Imprint erasure | p53ts 32C tox | IkB signaling
- O=C(CSc1nc2ccccc2o1)c1ccccc1
  -6% | x | -18% | x
- Cc1nnc(-n2ncc(C#N)c2N)c2nn(-c3cccc(Cl)c3)c(C)c12
  0% | x | -11% | x
- Cc1cc(C)cc(OC(C)C(=O)Nc2c(C(=O)c3ccccc3)oc3ccccc23)c1 (stereo unspecified)
  1% | -11%[10.9 µM] | 3% | -2.7%
- C=CCn1c(NC(=O)c2ccccc2)c(C#N)c2nc3ccccc3nc21
  -13% | -6% | -6% | u
- COc1ccc(-c2nnc(SCC(=O)NCCc3ccccc3)nc2-c2ccc(OC)cc2)cc1
  -32% | -15%[10.9 µM] | 12% | u
- O=C(c1ccc(COc2ccc(Cl)cc2)o1)N1CCN(Cc2ccc3c(c2)OCO3)CC1
  10% | -14% | 9% | u
- CCn1cc(C(=O)N2CCN(c3cc(Cl)ccc3C)CC2)c(=O)c2cc(S(=O)(=O)N3CCCCC3)ccc21
  -6% | 7%[10.9 µM] | 1% | -0.2%
- CCc1ccc(S(=O)(=O)c2cnc3ccc(OC)cc3c2N2CCCC(C)C2)cc1 (stereo unspecified)
  -12% | -11%[10.9 µM] | 6% | u
- Cc1cc(C)n(-c2cccc3cccnc23)n1
  10% | 14% | -2% | 0.0%
- CCCN(C(=O)c1cc2c(=O)oc3ccc(C)cc3c2s1)c1ccc(OCC)cc1
  -5% | -5%[10.9 µM] | 2% | -2.8%
- CC(=O)c1c(C)nc(-c2ccc(Cl)cc2)nc1N=CN(C)C
  -3% | u | -29% | -2.0%
- CC1(C)CC2(CCCN3C(=O)CSC32)CCS1 (stereo unspecified)
  3% | -5% | 5% | 0.2%
- Cc1cccc(N2C(=O)N(c3ccccc3C)C3CS(=O)(=O)CC32)c1 (stereo unspecified)
  10% | 5% | -3% | 3.0%
- COc1ccc2[nH]cc(CCNc3cc(-c4c(C)noc4C)ncn3)c2c1
  2% | -12% | -1% | 2.5%[11.4 µM]
- Cn1c(C(=O)NCCN2CCN(Cc3ccccc3)CC2)cc2c(=O)n(C)c3ccccc3c21
  14% | -11% | 3% | 0.9%
- CC(C)CNC1=CC(=O)CC(c2ccco2)C1 (stereo unspecified)
  7% | -13% | 3% | 0.2%
- COc1ccc(NC(=O)C2CCC(CNS(=O)(=O)c3ccc(Br)s3)CC2)c(OC)c1 (stereo unspecified)
  -9% | -5%[10.9 µM] | 6% | 2.9%
- CNC(=O)c1ccccc1NC(=O)c1ccc(C)c(S(=O)(=O)N2CCCCC2)c1
  -8% | -16% | -6% | u
- CCN(CC)c1ccc(NC(=O)Cn2nnc(-c3cccc(OC)c3OC)n2)c(C)c1
  -15% | -7% | 7% | 1.8%
- CC1CC(NC(=O)Cc2ccc(Br)cc2)CC(C)(C)C1 (stereo unspecified)
  -21% | x | -5% | x
- CCCCOc1cccc(C(=O)N2CCN(CCc3ccncc3)CC2)c1
  -10% | -13%[10.9 µM] | -7% | 0.7%
- CCOCN(C(=O)Cn1cnc2cc(C)c(C)cc21)c1c(C)cccc1CC
  u | -7%[10.9 µM] | 37%[activator] | 0.5%
- COc1cccc(C2CC(C(F)(F)F)n3ncc(C(=O)Nc4c(C)n(C)n(-c5ccccc5)c4=O)c3N2)c1 (stereo unspecified)
  2% | x | 0% | x
- COc1ccc(C2C=C(c3ccccc3)Nc3nc(NC(=O)/C=C/c4ccc(F)cc4)nn32)cc1 (stereo unspecified)
  -14% | 5%[10.9 µM] | 1% | 3.6%
- COC(=O)c1ccc2c(c1)N(CC(=O)Nc1ccc(OC)c(Cl)c1)C(=O)c1ccccc1S2
  u | -5%[10.9 µM] | 6% | u
- CC1CCCCN1CCCNC(=O)c1cc(Sc2ccc(Cl)cc2)nc2ccccc12 (stereo unspecified)
  u | -12%[10.9 µM] | -7% | u
- O=C(CSc1nc2c([nH]c3ccccc32)c(=O)n1-c1ccc(Cl)cc1)NCc1ccccc1
  u | 7%[10.9 µM] | 1% | 1.0%
- O=c1oc2c(CN3CCOCC3)c(O)ccc2c2c1CCC2
  30%[activator] | -1% | 3% | -3.0%
- COc1ccccc1N1CCN(CCC(=O)Nc2cccc(F)c2)CC1
  -12% | -13%[10.9 µM] | -9% | -0.1%
- O=C(CN1CCN(Cc2ccc(F)cc2Cl)C1=O)NCCCN1CCOCC1
  -4% | 2% | 1% | 3.9%

An excerpt from the list above, for reference:
Values run as follows: p53ts 39C kill | Imprint erasure | p53ts 32C tox | IkB signaling
- O=C(CSc1nc2ccccc2o1)c1ccccc1
  -6% | x | -18% | x
- Cc1nnc(-n2ncc(C#N)c2N)c2nn(-c3cccc(Cl)c3)c(C)c12
  0% | x | -11% | x
- Cc1cc(C)cc(OC(C)C(=O)Nc2c(C(=O)c3ccccc3)oc3ccccc23)c1 (stereo unspecified)
  1% | -11%[10.9 µM] | 3% | -2.7%

The list goes on:
Values run as follows: p53ts 39C kill | Imprint erasure | p53ts 32C tox | IkB signaling
- CC1=C(C(=O)Nc2ccccc2C)C(c2cccnc2)n2nc(CCCO)nc2N1 (stereo unspecified)
  7% | -5% | -1% | 2.3%
- COc1cc(NC(=O)CSc2ccc(-c3sc(-c4ccccc4)nc3C)nn2)cc(OC)c1
  -9% | -19%[10.9 µM] | -2% | 7.5%
- N#CCCn1c(=O)c(-c2ccc(Cl)cc2)nc2cnc(N3CCOCC3)nc21
  1% | -4% | -5% | -1.3%[11.4 µM]
- CC(=O)Oc1ccc(N2C(=O)C3C(C2=O)C2(C)C=CC3(C)O2)cc1 (stereo unspecified)
  u | -40%[inhibitor] | u | u
- COc1ccc(NC(=O)C2CC(=O)N(C(C)C)C2)cc1 (stereo unspecified)
  6% | -8% | -20% | 1.2%
- CCOc1ccccc1N1CCN(S(=O)(=O)c2ccc(Cl)s2)CC1
  12% | -25% | 8% | u
- O=C(NCCc1ccccc1)c1cc(Sc2cccc(Cl)c2)nc2ccccc12
  u | -12%[10.9 µM] | -4% | 1.8%
- CCCCOCC1CN(c2ccccc2)C(=O)CS1 (stereo unspecified)
  -3% | 5% | 1% | 10%
- O=C(NCc1ccccc1Cl)C1CCCN(c2ncnc3onc(-c4ccc(F)cc4)c23)C1 (stereo unspecified)
  26% | 14%[10.9 µM] | -13% | 11%
- CCCCN(C)CCNC(=O)c1ccc2c(c1)NC(=O)C(N1CCCCC1)S2 (stereo unspecified)
  -14% | -22% | -15% | 6.7%
- COc1ccc(CCNC(=O)CN2C(=O)C3(OCCCO3)c3ccccc32)cc1OC
  8% | -10% | 6% | 0.2%
- O=C(CSc1nnc(-c2ccc(Br)cc2)o1)N1CCN(C(=O)c2ccco2)CC1
  -3% | x | -9% | -1.5%
- Cc1cc(N2CCN(C(c3ccccc3)c3ccc(Cl)cc3)CC2)n2ncnc2n1 (stereo unspecified)
  u | -23% | u | u
- CCC(=O)N1CCc2cc(Br)cc(S(=O)(=O)N3CCCC(C(=O)Nc4ccc(C)c(F)c4)C3)c21 (stereo unspecified)
  -7% | -9%[10.9 µM] | 3% | u
- CCOc1ccccc1CNC(=O)C1CCN(C(=O)c2sccc2-n2cccc2)CC1
  0% | x | -1% | x
- CCOC(=O)N1CCN(Cc2nc(-c3ccccc3)no2)CC1
  8% | -14% | 4% | -0.5%
